# Assay outcomes as filed in PubChem BioAssay.
# HCV core dimer: blocks dimerization of HCV core protein. TR-FRET GST/Flag-core106 dimerization, 1536-well. inhibition, % at 5 µM. 300,000 compounds, 0.33% hits. AID 1899;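 active means inhibition above the mean of all tested compounds plus 3 SD, set per screening campaign, cut at about 45% in these data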
#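 assay system = GST-tagged and Flag-tagged HCV core protein residues 1-106 | controls = unlabelled core106 and no-GST-core106 wells | incubation = compound-protein-antibody incubation 4 h at 22.5 °C | probe or stimulus = Eu donor and XL665 acceptor anti-tag antibodies | read-out = % inhibition based on acceptor/donor emission ratio | signal = TR-FRET 671 and 617 nm emission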
# LYPLA2 inh: counter-screen for PME1 inhibitors: inhibitors of human LYPLA2; recombinant LYPLA2, FP-Rh probe fluorescence polarization; inhibition, % at 5.9 µM; AID 2177; O95372; 320,000 compounds, 0.38% hits;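 active means inhibition above the screen-wide mean plus 3 SD, limit set per campaign, cut at about 26% in these data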;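 further: 0% = LYPLA2 with DMSO and 100% = wells lacking LYPLA2 enzyme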
# Target sequence (O95372 whole entry, looked up): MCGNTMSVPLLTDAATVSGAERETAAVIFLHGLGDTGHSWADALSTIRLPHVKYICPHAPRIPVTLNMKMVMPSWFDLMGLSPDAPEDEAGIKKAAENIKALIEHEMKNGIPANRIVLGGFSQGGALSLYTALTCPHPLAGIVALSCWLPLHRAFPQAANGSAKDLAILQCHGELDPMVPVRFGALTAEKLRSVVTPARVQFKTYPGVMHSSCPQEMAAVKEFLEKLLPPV
# Efflux pump inh: blocks antifungal efflux pumps in multiplex yeast assay; 330,000 compounds, 0.44% hits; inhibition, % at 10 µM; S. cerevisiae Candida pump triplex, Nile Red efflux;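 active means plate passing quality check with inhibition over a set limit, or well fluorescence over plate mean plus 4 SD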;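 further: Nile Red retained in pooled yeast measured as flow cytometry median fluorescence; 0% = buffer negative control and 100% = Enniatin B positive control; higher means more Nile Red kept so more efflux inhibition; some compounds called inactive have numbers as strong as hits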
# PP5 inh: blocks human protein phosphatase 5 activity. P53041. AID 1987. 320,000 compounds, 0.18% hits. purified PP5c, OMFP substrate fluorescence. inhibition, % at 6.7 µM;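 active means inhibition above the campaign's mean inhibition across all tested compounds plus 3 SD, cut at about 9.5% in these data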;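 further: 0% = DMSO only and 100% = 100 µM cantharidin control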
# PREPL inhibitor: inhibitors of human prolyl oligopeptidase-like enzyme PREPL. Q4J6C6. recombinant PREPL, fluorescence polarization activity-based probe. inhibition, % at 5.96 µM. 320,000 compounds, 0.68% hits; in the data active means inhibition above about 43%;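 further: 0% = enzyme with DMSO and 100% = wells lacking enzyme; many of its hits are not listed in these tables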
# PP1 inh: PP1-alpha (human) inhibition in PP5 counter-screen | P62136 | 320,000 compounds, 0.9% hits | AID 2235 | purified PP1alpha, OMFP fluorescence | inhibition, % at 6.7 µM;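 active means inhibition above the mean inhibition of all tested compounds plus 3 SD, computed separately for each screening campaign, cut at about 15% in these data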
# Target sequence (P62136 whole entry, looked up): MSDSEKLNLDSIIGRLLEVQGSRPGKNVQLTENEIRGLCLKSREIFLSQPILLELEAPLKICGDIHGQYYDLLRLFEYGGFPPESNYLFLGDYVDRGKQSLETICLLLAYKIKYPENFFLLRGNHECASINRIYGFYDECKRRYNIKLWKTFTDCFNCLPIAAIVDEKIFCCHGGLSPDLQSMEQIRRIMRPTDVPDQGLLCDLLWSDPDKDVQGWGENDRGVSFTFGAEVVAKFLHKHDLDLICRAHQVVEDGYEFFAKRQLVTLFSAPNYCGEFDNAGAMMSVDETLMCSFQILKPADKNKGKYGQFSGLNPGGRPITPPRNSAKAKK
# GASC-1 inh: blocks human GASC-1 demethylase activity; GST-JMJD2C(1-420) H3K9me3 demethylation, DELFIA europium; inhibition, % at 2.35 µM; AID 2099; 330,000 compounds, 0.069% hits; Q9H3R0;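 active means more than half of a compound's replicate wells show inhibition beyond 50%, single wells judged on their own value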;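 further: signal counts dimethyl H3K9 product captured on neutravidin plate; 0% = median of DMSO wells and 100% = 0.3 times that DMSO median; strong numbers were not always called active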
# Target sequence (Q9H3R0 1-420 limits assumed): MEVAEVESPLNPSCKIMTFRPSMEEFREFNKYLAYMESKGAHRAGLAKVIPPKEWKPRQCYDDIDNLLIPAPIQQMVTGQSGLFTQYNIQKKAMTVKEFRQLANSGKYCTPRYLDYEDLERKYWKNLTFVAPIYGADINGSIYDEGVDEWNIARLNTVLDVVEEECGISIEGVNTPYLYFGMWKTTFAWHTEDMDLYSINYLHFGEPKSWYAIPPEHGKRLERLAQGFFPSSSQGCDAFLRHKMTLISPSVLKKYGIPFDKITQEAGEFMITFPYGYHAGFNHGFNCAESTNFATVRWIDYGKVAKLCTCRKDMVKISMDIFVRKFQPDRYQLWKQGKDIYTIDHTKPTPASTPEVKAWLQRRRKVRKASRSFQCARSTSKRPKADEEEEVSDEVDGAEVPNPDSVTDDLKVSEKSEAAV
# TPT1 inhibitor: C. albicans TPT1 enzyme inhibition. inhibition, % at 5 µM. recombinant caTPT1, FP RNA substrate dephosphorylation. 300,000 compounds, 0.81% hits;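 active means inhibition above the mean of all tested compounds plus 3 SD, set per screening campaign, cut at about 24% in these data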;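 further: plate controls were DMSO alone for no effect and ferristatin control at 100 nM for full effect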
# Fh CTSL1 inh: counter-screen for PFM18AAP inhibitors: inhibitors of F. hepatica cathepsin L1; 300,000 compounds, 0.49% hits; AID 1906; inhibition, % at 5.96 µM; recombinant F. hepatica cathepsin L1, Z-Leu-Arg-MCA fluorescence;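 active means inhibition above the mean of all tested compounds plus 3 SD, set per screening campaign, cut at about 17% in these data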;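 further: 0% = plate median of test compound wells and 100% = 1 µM Z-Phe-Ala-diazomethylketone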
# * hit, by the source's call; . = not tested or not shown. These rows are one share of the data (hit frequency here may not be typical).
SMILES,PP1 inh,LYPLA2 inh,Efflux pump inh,GASC-1 inh,PP5 inh,HCV core dimer,TPT1 inhibitor,PREPL inhibitor,Fh CTSL1 inh
CCC(NC(=O)c1ccncc1)c1ccccc1 (stereo not given),-4,-2,0.0,12,-0.3,4,1,-6,-4
CCC/C(O)=N\S(=O)(=O)c1ccc(N=NN(C)C)cc1,-6,2,0.0,0,-1.1,-3,-3,10,6
Cc1ccc(C)c(NC(=S)N(CCc2ccncc2)C(C)C)c1,2,-4,-0.1,-8,0.1,-5,-2,-3,-2
CC(C)Oc1ccc(C(=O)NCC(=O)N2CCN(S(=O)(=O)/C=C/c3ccccc3)CC2)cc1,-2,0,0.1,.,2.3,.,.,5,.
COc1ccc(NS(=O)(=O)c2ccc(N)c(C(=O)O)c2)cc1,-2,-6,0.4,1,0.3,7,5,19,0
COc1cccc(/C=N\NC(=O)C2C(=O)NCC2c2ccccc2)c1O (stereo not given),-2,-2,0.0,-16,4.1,-10,0,0,1
COc1ccccc1-c1c(C#N)c(N)nc2c1CCC2,-3,-1,0.0,-7,1.2,-3,-1,6,-1
Cc1cc(C)cc(NC(=O)CN2C(=O)C3CC=CCC3C2=O)c1 (stereo not given),-4,11,0.3,5,-0.7,.,.,5,.
Cc1ccccc1OCCN(C#N)c1nc(N(C)C)nc(N(C)C)n1,-2,-3,-0.1,-6,2.1,4,2,-12,3
O=C(Nc1ccc2c(c1)OCO2)C1CC1,1,-3,-0.3,0,-1.3,.,.,8,.
Cc1ccc(OC/C(=N\O)C(C)(C)C)c([N+](=O)[O-])c1,-6,-4,-0.1,-8,-9.2,3,-6,7,14
COc1ccc(C(=S)N2CCOCC2)cc1OC(=O)c1ccc([N+](=O)[O-])cc1,1,7,0.5,1,1.1,-3,-4,7,-12
O=C(O)CCn1cc(/C=C/C(=O)c2ccc(Cl)cc2)c(-c2ccc(Br)cc2)n1,4,-6,-0.3,-3,-0.7,10,-3,-8,1
COc1ccc(C(=O)Nc2ccc(C(=O)NCCc3ccccc3)cc2)cc1,12,-11,-0.2,5,1.9,-6,-2,0,1
Cc1ccc(NC(=O)CNc2ccccc2N2CCCC2=O)cc1S(=O)(=O)N1CCCCC1,-1,-9,0.1,9,-0.3,.,.,6,.
Cn1nc(C(F)(F)F)c(-c2cccc(C(F)(F)F)c2)c1NC(=O)Nc1ccc(F)cc1,3,-8,-0.1,-5,4.6,-2,1,1,0
O=C(c1ccc(CNS(=O)(=O)c2ccccc2)cc1)N1CCN(c2ccccn2)CC1,0,9,0.1,.,-0.1,1,-4,0,3
O=C(COc1ccc2ccccc2c1)NCCc1ccc2c(c1)OCCO2,-1,-2,0.3,-9,2.0,-2,3,-40,-4
COc1ccc(NC2CCCN(C(=O)c3ccc4[nH]c(C)c(C)c4c3)C2)cc1 (stereo not given),-5,6,-0.1,-2,-1.2,2,0,8,-3
Cc1[nH]c2ccc(Br)cc2c(=S)c1C/C=C/Cl,-2,-12,0.7,9,1.1,16,2,-4,2
COc1cccc(-c2nc(CS(=O)(=O)CC(=O)NC3CC3)c(C)o2)c1,2,-1,0.1,2,1.6,-3,1,-11,0
CCc1nccn1S(=O)(=O)c1cc(C)c(OC)cc1C,1,2,0.0,17,0.7,-1,-1,9,-4
C/C(=N\NC(=O)c1c(Cl)c(C)nn1C)c1ccc(NC(=O)c2ccncc2)cc1,-2,5,0.0,3,-1.0,1,-4,2,1
COc1ccc(C(=O)NNC(=O)C(=O)Nc2ccc(C)c(Cl)c2)cc1,9,-2,0.0,-6,-3.0,-3,2,6,0
CCCN1Cc2cccc(C(=O)Nc3cc(OC)cc(OC)c3)c2C1=O,1,0,-0.6,31,1.1,-1,-2,-1,0
CCC(Sc1nc2c(cnn2-c2ccccc2)c(=O)[nH]1)C(=O)OC (stereo not given),-2,5,0.0,-10,2.0,17,-3,10,5
CCOc1ccc(NC(=O)NC(C)CC)cc1 (stereo not given),-1,4,-0.2,0,1.1,1,-2,5,-3
O=C(c1ccncc1)N1CCN(c2ccc(F)cc2)CC1,-5,5,-0.1,0,-1.0,-5,3,4,-3
CN(C)S(=O)(=O)N1CCC(Oc2cccc(C(=O)N3CCCCCC3)c2)CC1,0,4,-1.0,-7,-0.8,-5,-5,3,4
Cc1ccc(NS(=O)(=O)c2ccc(C(=O)N3CCCCCCC3)cc2)cc1,0,-2,0.5,-7,4.5,1,-1,-3,4
Clc1ccc(SCCOCCN2CCc3ccccc3C2)cc1,-2,1,0.2,7,2.1,1,0,20,1
COCCN(CC(=O)Nc1cc(Cl)ccc1-n1cncn1)Cc1nc2ccccc2c(=O)[nH]1,-1,-3,0.0,12,-1.6,.,.,-4,.
O=C(CN1C2CCCC1CC(NC(=O)c1ccccc1)C2)NC1CC1 (stereo not given),-6,5,0.0,5,-2.2,0,-4,5,4
CC(C)C[C@H](NC(=O)c1nc[nH]c1C(=O)NCc1ccc(CNC(=O)OC(C)(C)C)cc1)C(=O)OC(C)(C)C,8,-18,0.0,-2,8.6,7,2,-6,8
O=C(CSC1CCCCC1)Nc1nccs1,-6,-6,-0.1,-4,1.0,-5,6,1,7
Cn1cc(CCC(=O)NCCCc2ccccc2)c2ccccc21,-1,2,-0.1,-9,-0.9,8,2,12,-4
CCOc1ccc(C(=O)N2CCN(CCc3ccccc3)CC2)cc1OCC,2,5,0.0,11,-0.5,-5,-2,0,-2
O=C(c1cc2cc(Cl)ccc2oc1=O)N1CCCC1,0,5,-0.7,8,-0.6,1,0,-6,1
COc1ccc(OC)c(NC(=S)NCCCN2CCOCC2)c1,0,5,-0.1,4,-0.1,-8,0,5,5
O=C(/C=C/c1cn(CC(O)CN2CCOCC2)c2ccccc12)c1cccs1 (stereo not given),-2,-3,0.2,-19,1.6,0,63*,28,10
COc1cc(OC)c(N(C)C(=O)c2cc3c(s2)-c2ccccc2S(=O)(=O)C3)cc1Cl,-13,-6,0.1,3,-0.1,17,-1,-8,-7
Cc1sc(NC(=O)c2ccco2)nc1-c1ccccc1,-4,-8,0.2,8,1.8,0,1,-10,0
O=c1sc(Nc2ccccc2)nc2ccsc12,-3,9,0.0,2,2.2,3,-3,-15,0
Cc1nn(C)cc1C=NCCOCc1ccccc1,-2,-4,-0.2,15,-3.2,1,4,-1,2
Cc1ccc(NC(=S)N2CCN(c3ccccn3)CC2)c(C)c1,-3,5,0.0,-3,0.5,-4,1,0,-2
O=c1cc(CSc2nnc(C3CC3)n2Cc2ccccc2)nc2sccn12,0,4,0.0,-4,-0.8,1,-4,15,-5
FC(F)C(F)(F)C1=CC(c2cccs2)=NCCN1,1,2,-0.1,-4,-0.2,3,-1,0,3
CC(=O)c1cccc(NC(=O)c2noc3c2CCc2ccccc2-3)c1,-2,-2,0.3,23,1.5,3,1,8,1
Cn1cc(S(=O)(=O)N2CCOCC2)cc1C(=O)NCc1ccc(Cl)cc1,-2,2,0.0,28,-1.7,17,-1,12,1
O=S(=O)(NCCc1ccccc1)c1cccs1,1,0,0.0,8,-0.2,8,0,-5,1
COC(=O)CNC(=O)C1CCN(S(=O)(=O)c2cnc[nH]2)CC1,-2,-5,0.0,9,0.8,-3,-2,-1,-3
COc1ccc(N(C(=O)COc2ccccc2OC)S(=O)(=O)c2ccc(C)cc2)cc1,3,-2,0.1,-6,1.7,11,2,-6,-28
CCOc1cc(C=O)ccc1OCCSc1ccc(C)cc1,-2,-1,-0.3,6,2.0,3,-5,18,1
Cc1ccc2nc(SCC(=O)NC3CCCC3)[nH]c2c1,-3,16,-0.1,7,-1.6,-3,-2,0,4
CCc1nnc(NC(=O)CCNC(=O)c2ccccc2Cl)s1,0,-4,-0.1,26,1.5,-24,-1,17,5
COc1cccc(NC(=O)CSc2nc3ccccc3cc2Cc2ccccc2)c1,10,-14,-0.1,-3,2.1,12,-3,3,8
COc1ccc2sc(N(CCCN(C)C)C(=O)c3ccc(S(=O)(=O)N4CCCc5ccccc54)cc3)nc2c1,10,-7,-0.1,-15,2.6,-7,-2,-4,3
CC(c1ccccc1)n1cc(C(=O)NCC2CCCO2)nn1 (stereo not given),-3,3,0.0,5,0.0,-3,-1,-4,-2
CC(/C=N/NC(=O)NC1CCCCC1)=C\c1ccccc1,8,-2,0.1,9,6.7,7,-5,10,5
Nc1nc2ccc(C(=O)NC3CCCCC3)cc2s1,0,-1,0.2,8,1.3,-5,7,6,0

# (list continues)
SMILES,PP1 inh,LYPLA2 inh,Efflux pump inh,GASC-1 inh,PP5 inh,HCV core dimer,TPT1 inhibitor,PREPL inhibitor,Fh CTSL1 inh
COCCn1c(SCC(=O)NCc2ccc(OC)c(OC)c2)nc2ccccc21,1,-3,0.1,-1,1.4,-15,-1,9,0
CC(=O)c1ccc(NC(=O)c2ccc(CSc3ccccc3)o2)cc1,-2,-3,-0.2,3,1.6,1,-1,-31,1
Cc1c(C(=O)N2CCCCC2)c(S(=O)(=O)NCCc2ccc(Cl)cc2)c(C)n1C,-2,-5,-0.1,-13,1.3,8,0,9,2
COc1cc(/C=N/NC(=O)c2ccccc2)ccc1OS(=O)(=O)c1ccccc1,1,-17,0.2,2,3.2,7,1,-24,3
CC(C)CCN1CCN(C2CCN(c3ccc4c(c3)OCO4)CC2)CC1CCO (stereo not given),-1,7,-0.1,96,-0.9,-4,-4,13,5
CCOc1ccc(NCCC(O)c2ccc(F)cc2)cc1 (stereo not given),5,4,-0.3,-21,3.5,-14,2,4,-2
CC(=O)c1sc(NC(=O)CS(=O)(=O)c2ccccc2)nc1C,-5,-5,-0.2,-4,-1.5,-5,1,2,-1
Cc1ccc2nc(SCC(=O)c3cc(C)n(C)c3C)[nH]c2c1,0,-1,-0.2,-3,-2.3,7,-1,1,-7
CCOc1ccc(CC2NCCc3cc(OCC)c(OCC)cc32)cc1OCC (stereo not given),-9,6,0.1,-2,-0.3,4,-2,6,-5
COc1cc(C(=O)Nc2ccc(S(=O)(=O)Nc3cc(C)nc(C)n3)cc2)cc(OC)c1OC,1,10,0.0,20,1.4,-16,-4,10,2
Cc1ccc(Nc2nc(-c3sc(NC(=O)c4cccc(Cl)c4)nc3C)cs2)cc1,8,-22,0.0,10,-0.5,-40,13,13,1
Cc1c[nH]c2cccc(OCC(CNC(C)(C)C)OC(=O)c3ccccc3)c12 (stereo not given),2,-3,-0.1,4,0.6,-4,0,18,5
Cc1cc(S(=O)(=O)Nc2ccccc2C(=O)O)ccc1Cl,2,2,0.2,7,2.7,4,-1,3,0
CC(C)(C)n1cnc2cc(NCc3ccccc3O)ccc21,0,5,-0.2,26,0.5,5,3,19,1
Fc1ccc(-c2csc(-c3cccnc3)n2)cc1F,0,4,-0.2,7,-0.1,1,3,-13,-10
CCOC(=O)c1c(NC(=O)/C=C/C(=O)O)sc(C)c1-c1ccc(F)cc1,-2,4,0.1,-6,-2.7,11,1,7,1
